Source: PubChem (several laboratories)
RBBP9 inh: human RBBP9 inhibitors, primary screen, biochemical, fluorescence polarization, FP-Rh probe, HTS. inhibition, % at 7.94 µM. Serine hydrolase RBBP9 (Homo sapiens), O75884. recombinant RBBP9. actives 0.2% (n = 220,000);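 active = inhibition above the campaign mean of all tested compounds plus 3 SD, cut at about 14% in these data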;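 also: plate controls were DMSO wells with RBBP9 for no effect and wells lacking RBBP9 protein for full effect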
Target sequence (O75884 whole entry, looked up): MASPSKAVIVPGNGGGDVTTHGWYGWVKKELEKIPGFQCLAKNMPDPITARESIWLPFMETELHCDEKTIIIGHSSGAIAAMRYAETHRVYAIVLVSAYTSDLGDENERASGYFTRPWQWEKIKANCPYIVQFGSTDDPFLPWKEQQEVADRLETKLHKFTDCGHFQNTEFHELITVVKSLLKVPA
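Controls: DMSO-treated enzyme wells and wells lacking RBBP9 | Material: RBBP9 protein | Technique: Fluorescence polarization | Replication: Single well per compound, no replicates | Buffer or medium: Tris-NaCl-Pluronic buffer, pH 8.0 | Timing: 30 min compound preincubation, 45 min probe labeling, 25 °C | Read-out basis: Percent inhibition from mP, scaled between DMSO and no-protein wells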
PPC-1+TRAIL kill: compounds killing PPC-1 cancer cells with TRAIL present, primary screen, TRAIL potentiator project, ATPLite luminescence, uHTS; AID 1443, 2008; actives 0.41% (n = 220,000); cell killing (% activity), % at 4 µM; PPC-1 cells + TRAIL, ATPLite viability luminescence;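 active = cell killing above 50% in the first pass at 4 µM, then a duplicate retest at 5 µM averaging 50% or more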;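 also: plate controls were cells with TRAIL plus DMSO for no effect and medium-only wells lacking cells for full effect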
Tb hexokinase: Trypanosoma brucei hexokinase 1 inhibitors, primary screen, biochemical, G6PDH-coupled NADH absorbance, MLSCN library; hexokinase 1 [Trypanosoma brucei]; recombinant TbHK1, G6PDH-coupled NADH A340; inhibition, % at 10 µM; actives 0.11% (n = 220,000); AID 1430, 2008;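 active = inhibition of 50% or more in the single-dose primary screen; inactive = inhibition below 50%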
BaF3 parental: parental Ba/F3 cell viability inhibition, counter-screen for JAK2V617F inhibitor project, murine pro-B, CellTiter-Glo luminescence; CellTiter-Glo ATP luminescence; inhibition, % at 5.6 µM; actives 1.1% (n = 220,000); AID 1486, 2009;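 active = inhibition above a per-campaign cutoff, the mean inhibition of all tested compounds plus 3 SD, cut at about 27% in these data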;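 also: 0% = DMSO wells and 100% = JAK Inhibitor I control wells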
p97 inhibitor: inhibitors of human p97 ATPase, primary screen, biochemical | inhibition, % at 8 µM | Transitional endoplasmic reticulum ATPase (Homo sapiens), P55072 | actives 0.42% (n = 220,000) | AID 1481, 2009 | recombinant p97 ATPase, Kinase-Glo ATP luminescence, 3 h; in the data active = inhibition above about 15%;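 also: 0% = DMSO vehicle and 100% = wells lacking enzyme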
Furin inh: human furin inhibitors, primary screen, biochemical, fluorescence intensity. purified furin, fluorogenic substrate cleavage. inhibition, % at 30 µM. actives 0.061% (n = 220,000). P09958; in the data active = inhibition above about 25%; also: inactives centre near -15
Target sequence (P09958 108-714 limits assumed): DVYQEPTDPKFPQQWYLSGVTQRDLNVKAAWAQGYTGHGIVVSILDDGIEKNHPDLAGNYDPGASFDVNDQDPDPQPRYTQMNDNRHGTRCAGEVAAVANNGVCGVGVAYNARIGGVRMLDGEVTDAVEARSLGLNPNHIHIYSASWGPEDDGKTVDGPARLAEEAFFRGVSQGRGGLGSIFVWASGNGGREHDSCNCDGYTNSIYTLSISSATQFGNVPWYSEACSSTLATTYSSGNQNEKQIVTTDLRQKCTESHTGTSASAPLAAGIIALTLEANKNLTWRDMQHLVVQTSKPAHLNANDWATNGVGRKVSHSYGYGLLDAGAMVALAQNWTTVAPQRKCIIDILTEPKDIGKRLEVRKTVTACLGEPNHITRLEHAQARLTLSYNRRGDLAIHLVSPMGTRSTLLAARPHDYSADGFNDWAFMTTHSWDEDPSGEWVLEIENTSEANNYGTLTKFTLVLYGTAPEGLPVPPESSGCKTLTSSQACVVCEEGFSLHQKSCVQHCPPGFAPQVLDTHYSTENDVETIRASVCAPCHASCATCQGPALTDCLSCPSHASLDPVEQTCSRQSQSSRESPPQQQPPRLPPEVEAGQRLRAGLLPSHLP
NCF1 inh: p47phox/p22phox peptide binding inhibitors, primary screen, biochemical, uHTS, NADPH oxidase regulatory subunit | Neutrophil cytosol factor 1 (Homo sapiens), P14598 | fluorescence polarization, 2 h | inhibition, % at 24.7 µM | actives 0.53% (n = 220,000);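 active = inhibition above about 30%, limit read from the data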;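 also: 0% = p47phox with labelled peptide and 100% = labelled peptide alone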
PGE2 EP2 inh: human EP2 receptor antagonists, primary screen, TR-FRET cAMP, C6 glioma cells; Prostaglandin E2 receptor EP2 subtype (Homo sapiens), P43116; C6 glioma cells expressing human EP2; cells stimulated with saturating PGE2; inhibition, % at 25 µM; actives 0.52% (n = 260,000);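 active = percent inhibition above 40 after rounding to a whole number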;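 also: rat C6 glioma host cells with rolipram phosphodiesterase inhibitor present; the protocol text gives 20 µM as final concentration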
Ba/F3 V617F tox: reduced viability of JAK2V617F-dependent Ba/F3 cells, primary screen, JAK2V617F inhibitor project, cell-based, Ba/F3 EpoR-JAK2V617F, luminescence | inhibition, % at 5.6 µM | AID 1446, 2008 | ATP luminescence | actives 1.1% (n = 220,000);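 active = inhibition above the campaign mean plus 3 SD over all tested compounds, cut at about 24% in these data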;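 also: cytokine-independent growth of Ba/F3 cells driven by EpoR plus mutant JAK2; 0% = DMSO-treated cells and 100% = JAK inhibitor I control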
* = called active by the depositor; nt = not tested or not shown; & = joins results of further samples; [ ] = another dose, or the depositor's remark. This is a subset (hit frequency here may not be typical).

SMILES	RBBP9 inh	PPC-1+TRAIL kill	Tb hexokinase	BaF3 parental	p97 inhibitor	Furin inh	NCF1 inh	PGE2 EP2 inh	Ba/F3 V617F tox
CCN(CC)S(=O)(=O)c1cc(NC(=O)C2Cc3ccccc3C(=O)O2)ccc1C (stereo unspecified)	-2	7	-7	-9	0	-30	-3	6	-2
O=C1CNC(=S)N1c1nc2ccccc2s1	-7	11	-62	-3	7	-16	-19	-1	-5
Cc1ccc(C)c(-c2cc(C(=O)NCc3cccs3)c3ccccc3n2)c1	1	-2	-1	1	4	-20	-19	3	1
C=CCn1c(SCC(=O)Nc2cc(NC(C)=O)ccc2OC)nnc1-c1ccccn1	0	-4	3	6	3	-34	-24	2	-1
CC(C)(C)OC(=O)NCCCCCc1nnc(SCc2ccc(F)cc2)o1	1	-13	-4	1	-3	-8	2	5	-3
O=C(/C=C\NCC(=O)c1ccccc1)c1ccccc1	-10	-1	-14	4	0	-10[20 µM]	-3	7	2
CSc1cccc(CN2CCN(CCC(C)C)C(CCO)C2)c1 (stereo unspecified)	3	4	-6	5	0	-31	-2	1	2
Cc1cccc(N(C(=O)CCC(=O)Nc2cccnc2)C(C(=O)NC2CCCC2)c2ccncc2)c1 (stereo unspecified)	-7	24	-5	3	-5	-9[20 µM]	-7	9	0
C=C(C)c1cccc(C(C)(C)NC(=O)N(Cc2ccccc2)Cc2ccco2)c1	-3	18	-3	3	-1	-11[20 µM]	-19	nt	0
COc1cc2nc(CN(C)Cc3nc4ccccc4c(=O)[nH]3)[nH]c(=O)c2cc1OC	-1	0	0	4	5	-17[20 µM]	-4	5	-3

In another format: results already given.
molecule,RBBP9 inh,PPC-1+TRAIL kill,Tb hexokinase,BaF3 parental,p97 inhibitor,Furin inh,NCF1 inh,PGE2 EP2 inh,Ba/F3 V617F tox
CCN(CC)S(=O)(=O)c1cc(NC(=O)C2Cc3ccccc3C(=O)O2)ccc1C (stereo unspecified),-2,7,-7,-9,0,-30,-3,6,-2
O=C1CNC(=S)N1c1nc2ccccc2s1,-7,11,-62,-3,7,-16,-19,-1,-5
Cc1ccc(C)c(-c2cc(C(=O)NCc3cccs3)c3ccccc3n2)c1,1,-2,-1,1,4,-20,-19,3,1
C=CCn1c(SCC(=O)Nc2cc(NC(C)=O)ccc2OC)nnc1-c1ccccn1,0,-4,3,6,3,-34,-24,2,-1

Going on with the list:
SMILES	RBBP9 inh	PPC-1+TRAIL kill	Tb hexokinase	BaF3 parental	p97 inhibitor	Furin inh	NCF1 inh	PGE2 EP2 inh	Ba/F3 V617F tox
N#C/C(=C/c1ccncc1)c1nc2ccccc2c(=O)[nH]1	-1	-4	-19	2	6	-14	-14	7	0
Cc1ccc(C)c(NC(=S)N(Cc2cccc(Br)c2)CC2CCC(C(=O)O)CC2)c1 (stereo unspecified)	-11	-25	-8	3	1	-10	-16	2	1
COc1ccc2nc(N=Nc3ccc(O)c4ccccc34)sc2c1	1	41	1	4	6	-8	29	11	0
Cc1cccc(NC(=O)c2ccc(OCC3CCCO3)cc2)c1C (stereo unspecified)	-7	23	37	2	3	-8	-4	6	-3
Cc1cccc2sc(N(CCCN(C)C)C(=O)c3cc4ccccc4oc3=O)nc12	1	5	-27	0	1	-14	-10	5	-3
CCOc1ccc(N/C(=N/c2nc(C)cc(C)n2)NC(=O)CC)cc1	-11	0	-14	-1	4	-13	-8	15	-3
CC1C=CCC2C(=O)N(c3cc(Cl)ccc3O)C(=O)C12 (stereo unspecified)	-3	19	-9	-3	4	-25	-3	7	-3
COc1cc(/C=C2/C(=N)N3C(c4ccccc4)=CSC3=NC2=O)ccc1OCC(=O)O	5	1	-28	-5	5	-18	-53	10	-2
O=C(Nc1ccccc1-c1nc2ccccc2[nH]1)c1ccc(S(=O)(=O)N2CCCCC2)cc1	-6	3	-20	4	3	-24	-4	10	-1
CC1(C)Oc2ccc3ccc(=O)oc3c2-c2cnoc21	-2	2	-5	2	-2	-11	-12	9	0
Cc1cc(NC(=O)CCSc2nc(-c3ccco3)cc(C(F)(F)F)n2)n(-c2ccccc2)n1	-6	-6	-22	3	2	-7[20 µM]	-22	7	-3
CC1c2ccsc2CCN1S(=O)(=O)c1cccs1 (stereo unspecified)	-13	-6	2	4	-1	-33	-18	8	0
CC(CCc1ccccc1)NC(=O)c1ccc(Cl)nc1 (stereo unspecified)	-3	11	2	1	3	-21[20 µM]	1	12	-1
O=C(Nc1sc2c(c1C(=O)c1ccccc1)CCCC2)c1cccnc1	-4	2	32	5	5	-18	-9	2	-1
Oc1ccc(C(c2nnnn2C2CCCCC2)N2CCOCC2)cc1 (stereo unspecified)	0	2	-7	7	1	-6	7	6	4
COc1cc(/C=N/N=C(\N)c2nonc2N)cc(OC)c1O	-1	8	-45	0	2	-2	-13	11	-1
CCOc1ccccc1C(=O)OCC(=O)Nc1ccc(OC(F)F)cc1	1	19	-5	4	-5	-8[20 µM]	-2	8	1
O=C(NC12CC3CC(CC(C3)C1)C2)OCCNC1CCCCC1	-2	20	-2	6	7	-13	-1	5	-1
O=C(COC(=O)/C=C/c1cccs1)Nc1ccccc1Cl	-7	-4	-7	3	2	-17	-8	5	-4
Cc1cccc(C2C3=C(CCCC3=O)N=C3c4ccccc4C(=O)C32)c1 (stereo unspecified)	-10	-4	2	-1	1	-18	0	9	-1
COC(=O)c1c(NC(=O)CCCC(=O)O)sc2c1CCC2	-10	18	-6	7	-2	3[20 µM]	-1	10	1
NC(=O)C1(N2CCCCC2)CCN(C(=O)CSc2nc3ccccc3[nH]2)CC1	-7	9	0	-1	3	-10[20 µM]	-15	12	-4
O=C(CSC1=Nc2ccccc2C2CC=NN12)Nc1ccc2c(c1)OCO2 (stereo unspecified)	-5	18	2	5	-3	-5	-4	4	5
Cc1ccc(SCCN2C(=O)NC(C)(C)C2=O)cc1	-5	16	-2	0	4	-26[20 µM]	2	9	-2
Cc1ccc(-c2csc3nc(C(C)C)oc(=O)c23)c(C)c1	-5	7	1	-3	-13	-7	-7	4	10
COC12NC(=O)N(C)C1(OC)C(=O)N(C)C(=O)N2C (stereo unspecified)	2	24	7	6	-4	-10	1	7	4
Nc1ccccc1-c1nc2ccccc2s1	-4	-10	-4	8	2	-25	-15	5&2	1
COc1cc(C(=O)Nc2cc(-c3nc4cc(C)ccc4o3)ccc2C)cc(OC)c1OC	-3	34	-10	1	5	-17	-52	15	2
COc1ccccc1C1=NN(C(=S)Nc2ccccc2)C(c2ccco2)C1 (stereo unspecified)	-11	3	-13	1	8	-14	-28	nt	-5
Nc1ccc(Cl)c(NC(=O)c2cccs2)c1	-3	20	-4	6	2	-11[20 µM]	5	15&16	4
O=C(Nc1ccc(S(=O)(=O)NC2=NCCCCC2)cc1)c1ccc2ccccc2n1	-4	-5	-2	9	3	-17	-9	4	3
O=C(O)COc1ccccc1/C=N/NC(=O)CNC(=O)c1ccc(F)cc1	0	7	-14	1	3	-15	-10	7	-2
CC(C)CC(N)C(=O)OCc1ccc([N+](=O)[O-])cc1 (stereo unspecified)	-5	9	4	0	-6	-14	-15	6	1
Nc1cc(S(=O)(=O)Nc2ccccc2Cl)ccc1N1CCCC1	-4	-4	-9	4	6	-8	-8	7	-2
O=C(Nc1ccc2c(c1)OCO2)c1ccccc1SCC(=O)N1CCCC1	-4	-4	7	2	5	-3	9	nt	-2
Cc1cc(CN2C(=O)c3ccccc3C2=O)cc(N2CCOCC2)c1	1	-8	-2	7	-7	-18	-2	6	-2
COc1ccc(CCNC(=O)c2cnn3c(C(F)F)cc(C)nc23)cc1OC	-6	8	-5	5	-7	-24	-10	11	3
COc1ccccc1NC(=S)NC(=O)/C=C/c1ccco1	-3	23	-20	9	-1	16	-18	17	3
O=C(CN1CCCCC1)Nc1nnc(-c2ccccc2)s1	3	9	-16	3	8	-1[20 µM]	-7	18	-2
COc1ccccc1/C=C1\SC(=S)N(CCC(=O)NCCCN2CCOCC2)C1=O	-2	0	-18	7	-5	-8	-18	11	-1
Cc1ccc(-c2c3c(=O)n(C)c(=O)n(C)c3cn2Cc2ccccc2)cc1	6	21	-11	5	3	-8[20 µM]	-3	1	1
O=C(COc1ccccc1)Nc1nnc(C23CC4CC(CC(C4)C2)C3)s1	-3	5	-4	-9	10	-16	-8	9	-3
Cc1ccc(NC(=O)CSc2nnc(CN3CCOCC3)n2C)cc1C	-9	2	1	1	6	-1	-3	5	-3
COc1ccc(C(O)C(CN2CCOCC2)c2ccccc2)cc1F (stereo unspecified)	-2	11	1	6	-5	-7[20 µM]	-3	17	2
Cc1cc(=O)[nH]c(/N=C(\N)Nc2cccc3ccccc23)n1	-8	-6	0	3	-5	-18	17	8	4
CCOC(=O)Cn1cc(C#N)c2ccccc21	-4	5	0	2	3	-14	-3	10&5	-5
CCC1(C)Cc2c(sc3c2c(=O)n(C)c2nnc(SCc4ccc5c(c4)OCO5)n32)CO1 (stereo unspecified)	-11	6	-5	1	0	-16	18	10	2
CCOC(=O)c1c(NC(=O)COC(=O)Cn2cnc3ccccc32)sc2c1CCC(C)C2 (stereo unspecified)	-8	4	-14	8	-7	-1	-8	8	5
CCc1ccccc1OCC(=O)OCC(=O)c1c(N)n(C)c(=O)n(C)c1=O	-12	7	0	2	-4	-11	3	6	4
O=Cc1ccc(-n2cc(C=O)c3ccccc32)cc1	-10	-8	-17	15	1	-22	-15	9	-1
Next entries follow.
SMILES	RBBP9 inh	PPC-1+TRAIL kill	Tb hexokinase	BaF3 parental	p97 inhibitor	Furin inh	NCF1 inh	PGE2 EP2 inh	Ba/F3 V617F tox
O=C(Nc1nnc(Cc2ccc(Cl)cc2)s1)c1ccncc1	-3	8	-24	1	-2	-10	-8	9	1
COc1cccc(Nc2ncccc2C(=O)Nc2ccccc2)c1	-7	-4	1	6	4	-28[20 µM]	-13	11	-2
CCC(CC)C(=O)Nc1c2c(nn1-c1ccc(OC)cc1)CS(=O)(=O)C2	-4	8	8	7	6	-13	0	5	1
CCOC(=O)Cn1c(S(=O)(=O)Cc2ccc(Cl)cc2)nc(-c2ccccc2)c1-c1ccccc1	-4	27	10	4	0	-26[20 µM]	7	15	-1
O=C(Nc1ccccc1-c1nnc(SCc2ccc(Cl)cc2Cl)o1)c1ccccc1	-5	6	8	10	-2	-18	-23	9	2
COc1cccc(NC(=O)C2CCCN(S(=O)(=O)c3ccc(-n4cnnn4)cc3)C2)c1 (stereo unspecified)	-9	4	1	0	4	-15	4	18	-2
O=C(c1cccc(F)c1)N(Cc1nc2ccccc2c(=O)[nH]1)C1CCCC1	2	13	0	5	5	-31	1	14	-3
O=C(Cn1ccc2ccccc2c1=O)N1CCN(Cc2ccc3c(c2)OCO3)CC1	3	-22	-6	10	1	-21	-11	17	-3
CCc1nc2ccccc2c(C(=O)OCCN2C(=O)c3ccccc3C2=O)c1C	-6	-4	-1	7	-3	-1[20 µM]	-10	16	-1
O=C(C1CC1)N1CCN=C1SCc1ccccc1Cl	1	5	0	8	2	-4	-9	12	4
CCc1ccc(OCCNC(=O)c2ccc(S(=O)(=O)N(C)C)cc2)cc1	-12	29	1	4	-7	-17[20 µM]	-5	6	5
